# proCasp7 act = counter-screen: procaspase-7 (human) activation. recombinant procaspase-7, Ac-DEVD-pNA absorbance 405 nm; D23A/D198A/D206A triple mutant, cannot self-cleave; scale: DMSO 0, 5 µM enzyme 100. activation, % at 8.5 µM. 330,000 tested, 0.093% active. AID 463210;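 active means percent activation above the screen-wide mean plus 3 SD, cut at about 25% in these data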
#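 Assay system: Uncleavable procaspase-7 mutant enzyme / Input: 2 µM procaspase-7 mutant as dispensed / Dosing: single nominal 8.5 µM compound dose, 0.8% DMSO final / Timing: 1 h enzyme–compound preincubation and 2 h substrate reaction, both 25 °C / Detection: p-Nitroaniline absorbance at 405 nm, read at 0 and 120 min / Replication: singlicate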
# AHR act = human AHR activation. activation, % at 5 µM. AHR-responsive luciferase reporter cells, luminescence. AID 2796. P35869. 320,000 tested, 2.5% active; in the data active means activation above about 47%;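 further: 0% = vehicle wells and 100% = reference agonist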
# Target sequence (P35869 whole entry, looked up): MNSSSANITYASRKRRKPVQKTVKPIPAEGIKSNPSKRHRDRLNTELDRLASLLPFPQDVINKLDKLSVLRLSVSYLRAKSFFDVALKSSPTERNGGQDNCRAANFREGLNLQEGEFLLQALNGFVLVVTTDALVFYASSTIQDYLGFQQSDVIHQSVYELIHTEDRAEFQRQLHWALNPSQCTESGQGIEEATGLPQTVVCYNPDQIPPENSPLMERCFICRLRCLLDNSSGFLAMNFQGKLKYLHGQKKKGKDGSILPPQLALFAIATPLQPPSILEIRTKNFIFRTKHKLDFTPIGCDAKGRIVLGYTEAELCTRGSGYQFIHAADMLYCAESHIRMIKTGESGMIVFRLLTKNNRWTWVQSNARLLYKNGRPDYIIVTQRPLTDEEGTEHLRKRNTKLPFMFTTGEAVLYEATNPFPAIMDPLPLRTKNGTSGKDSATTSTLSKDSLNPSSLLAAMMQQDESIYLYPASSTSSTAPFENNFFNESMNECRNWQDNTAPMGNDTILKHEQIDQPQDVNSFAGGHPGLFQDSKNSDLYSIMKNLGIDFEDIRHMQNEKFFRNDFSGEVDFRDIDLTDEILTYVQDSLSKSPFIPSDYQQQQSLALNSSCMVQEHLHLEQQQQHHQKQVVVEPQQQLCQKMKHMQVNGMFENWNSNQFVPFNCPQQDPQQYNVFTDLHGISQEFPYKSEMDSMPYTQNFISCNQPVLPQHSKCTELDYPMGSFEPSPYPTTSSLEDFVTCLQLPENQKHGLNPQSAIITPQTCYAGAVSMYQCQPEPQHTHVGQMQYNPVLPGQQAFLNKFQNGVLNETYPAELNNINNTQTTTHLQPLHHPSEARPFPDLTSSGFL
# procasp3 activ = activates human procaspase-3 | P42574 | recombinant procaspase-3 D3A, Ac-DEVD-pNA absorbance 405 nm | activation, % at 8.5 µM | 330,000 tested, 0.11% active | AID 463141;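 active means activation above the mean of all tested compounds plus 3 SD, cut at about 21% in these data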;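 further: 0% = DMSO alone and 100% = DMSO wells spiked with extra 5 µM PC-3 D3A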
# Target sequence (P42574 whole entry D9A/D28A/D175A): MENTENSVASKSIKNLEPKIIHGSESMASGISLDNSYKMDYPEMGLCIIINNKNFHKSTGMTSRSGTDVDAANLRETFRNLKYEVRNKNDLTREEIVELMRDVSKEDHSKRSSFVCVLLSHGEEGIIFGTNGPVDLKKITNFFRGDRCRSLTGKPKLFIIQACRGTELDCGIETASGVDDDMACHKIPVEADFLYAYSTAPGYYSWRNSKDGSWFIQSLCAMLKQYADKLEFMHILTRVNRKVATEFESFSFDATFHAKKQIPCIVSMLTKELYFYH
#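 Assay system: Procaspase-3 D3A mutant, all three cleavage aspartates alanine. Buffer or medium: Zinc-free HEPES saline buffer with Triton X-100. Times: 1 h compound preincubation, 2 h substrate hydrolysis at 25 °C. Measured by: 405 nm absorbance of p-nitroaniline, reads at 0 and 120 min. Read-out basis: percent activation relative to control range. Replicates: singlicate.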
# MEP2 TOR yeast = alters MEP2-GFP fluorescence in TOR pathway yeast screen | S. cerevisiae MEP2-GFP strain, flow cytometry GFP, 3 h; 100% = DMSO control level | GFP response vs DMSO, % at 10 µM | 330,000 tested, 0.51% active;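 active means GFP response versus DMSO above a set limit, roughly screen mean plus 3 SD, cut at about 180% in these data; inconclusive means fewer than 70 cells counted for a yeast strain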;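 further: median GFP fluorescence of the barcode-gated MEP2-GFP cells per well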
# JMJD2C inh = human JMJD2C demethylase inhibition. inhibition, % at 2.35 µM. 330,000 tested, 0.069% active. AID 2099. Q9H3R0. GST-JMJD2C(1-420) H3K9me3 demethylation, DELFIA europium;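 active means more than half of a compound's replicate wells show inhibition beyond 50%, single wells judged on their own value; inconclusive means some, but no more than half, of replicates pass 50% inhibition; inactive means no replicate passes 50% inhibition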;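 further: signal counts dimethyl H3K9 product captured on neutravidin plate; 0% = median of DMSO wells and 100% = 0.3 times that DMSO median; strong numbers were not always called active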
# LAP4 TOR yeast = modulators of TOR pathway LAP4-GFP in S. cerevisiae; GFP response vs DMSO, % at 10 µM; S. cerevisiae LAP4-GFP multiplex, flow cytometry GFP, 3 h; median GFP as percent of DMSO wells; 320,000 tested, 0.34% active;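 active means GFP response vs DMSO above a set limit, about the screen mean plus 3 SD, cut at about 150% in these data; inconclusive means under 70 cell events counted for the yeast strain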
# CR mimetic SO = lowers age-related superoxide in aged yeast cells. S. cerevisiae aged cells, superoxide DHE fluorescence; stronger effect = lower value. superoxide response (% of plate mean), % at 10 µM. 330,000 tested, 0.18% active. AID 2690;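 active means superoxide response under a set limit, about three screen SD below normal, cut at about 65% in these data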;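 further: yeast aged for seven days with compound at 30 °C before DHE staining; 100% = average MFI of all compound-treated wells on the plate with controls excluded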
# RPL19A-GFP yeast = yeast TOR pathway RPL19A-GFP modulation | S. cerevisiae RPL19A-GFP strain, flow cytometry, 3 h; stronger effect = lower value | percent response vs DMSO, % at 10 µM | 330,000 tested, 0.3% active | AID 2025;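 active means percent response vs DMSO below 50%; inconclusive means fewer than 70 events counted for the yeast strain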;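 further: median channel GFP fluorescence of the barcoded RPL19A-GFP strain; ratio of sample median GFP to plate DMSO average so 100% = DMSO; lower means less RPL19A-GFP as with rapamycin TOR inhibition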
# * marks the source's active call; other numbers are inactive results; ? = inconclusive; . = no result given; [ ] = another dose, or the depositor's remark.
smiles	proCasp7 act	AHR act	procasp3 activ	MEP2 TOR yeast	JMJD2C inh	LAP4 TOR yeast	CR mimetic SO	RPL19A-GFP yeast
COc1ccc(/C(C)=N/NC(=O)c2sccc2-n2cccc2)cc1	5	3	11	69	11	111	81	97
CCOP(=O)(/C(C#N)=C(\C)O)c1ccccc1 (stereo not drawn)	-9	2	0	107	-3	100	98	106
CCOc1cc(/C=C/C(=O)O)ccc1OCCOc1ccccc1	6	1	7	116	-6	121	106	100
N#CCc1nn2c3c(cnc2c1C#N)C(=O)CCC3	3	2	0	98	-1	103	88	97
c1ccc(-n2ncc3c(NCc4ccco4)ncnc32)cc1	7	6	-7	99	-3	109	87	95
CCCOc1ccc(C(=O)CCC(=O)OC(C)C(=O)Nc2ccc(NC(C)=O)cc2)cc1 (stereo not drawn)	-7	7	-3	106	1	117	104	100
O=C(CNc1cccc(S(=O)(=O)N2CCCC2)c1)Nc1ccc(F)c(F)c1	2	2	-4	87	-3	89	123	87
CCn1c2ccccc2c2cc(NC(=O)COC(=O)c3cc(S(=O)(=O)N4CCCCC4)ccc3Cl)ccc21	1	34	2	97	2	91	82	104
Cc1noc(C)c1COc1cccc(C(=O)N(C)Cc2cccs2)c1	16	3	11	92	.	91	88	97
CCCCNC(=O)N1CCN(C(=O)C2CCCO2)CC1 (stereo not drawn)	2	0	6	99	4	97	78	97
Cc1ccc(N)c2c1OCCC2=O	4	24	-5	85[may fluoresce red]	17	77[may fluoresce red]	121	?
CCC1CN(C(=O)N2CCC(C(=O)NCc3ccccc3OC)CC2)c2ccccc2O1 (stereo not drawn)	5	4	9	102	0	101	112	101

# Of the compounds above, these have a cyano group.
smiles	proCasp7 act	AHR act	procasp3 activ	MEP2 TOR yeast	JMJD2C inh	LAP4 TOR yeast	CR mimetic SO	RPL19A-GFP yeast
CCOP(=O)(/C(C#N)=C(\C)O)c1ccccc1 (stereo not drawn)	-9	2	0	107	-3	100	98	106
N#CCc1nn2c3c(cnc2c1C#N)C(=O)CCC3	3	2	0	98	-1	103	88	97

# Later entries:
smiles	proCasp7 act	AHR act	procasp3 activ	MEP2 TOR yeast	JMJD2C inh	LAP4 TOR yeast	CR mimetic SO	RPL19A-GFP yeast
COc1ccc(N(C(=O)c2ccco2)C(C(=O)NC2CCCC2)c2cccs2)cc1OC (stereo not drawn)	-10	1	-7	103	1	98	106	100
CC(NC(=O)C12CC3CC(CC(C3)C1)C2)C(=O)N/N=C/C1=C(N2CCOCC2)C(=C\c2ccccc2)/CC1 (stereo not drawn)	-21	4	-22	96	0	86	111	102
CCc1ccc(C(=O)NC(CCSC)C(=O)OC)cc1 (stereo not drawn)	5	1	4	101	-16	92	90	99
COc1ccc(Br)cc1/C(C)=N/NC1=NCCN1	0	39	8	100	6	99	114	97
O=C(Sc1cccc2cccnc12)c1ccccc1Br	-18	-3	-15	105	4	166*	109	94
COc1ccccc1/C=N\N=C(\N)c1ccccn1	-2	71*	-9	106	3	88	114	103
Cc1cc(NC(=O)CSCCc2ccncc2)no1	-7	3	-8	98	2	87	103	99
OCC#Cc1ncc(C(F)(F)F)cc1Cl	3	1	-1	106	7	113	109	99
CCNC(=O)CN(CCc1ccccc1)S(C)(=O)=O	4	0	1	107	-3	98	93	96
O=C(N/N=C/C=C/c1ccccc1)C(O)c1ccccc1 (stereo not drawn)	1	7	6	103	12	100	107	93
CCc1nc2ccccc2nc1N1CCN(S(=O)(=O)c2ccc(Cl)cc2)CC1	6	-4	-9	107	10	110	91	100
COc1cc(Br)c(CNc2cc(C)ccc2C)cc1OC	-3	10	1	107	-2	94	108	101

# Compound profiles, as listed above. Values in the order: proCasp7 act	AHR act	procasp3 activ	MEP2 TOR yeast	JMJD2C inh	LAP4 TOR yeast	CR mimetic SO	RPL19A-GFP yeast
# `COc1ccc(N(C(=O)c2ccco2)C(C(=O)NC2CCCC2)c2cccs2)cc1OC` (stereo not drawn) in the list: -10	1	-7	103	1	98	106	100
# `OCC#Cc1ncc(C(F)(F)F)cc1Cl` in the list: 3	1	-1	106	7	113	109	99

# Additional entries:
smiles	proCasp7 act	AHR act	procasp3 activ	MEP2 TOR yeast	JMJD2C inh	LAP4 TOR yeast	CR mimetic SO	RPL19A-GFP yeast
CCc1cc(-c2[nH]ncc2-c2nc3ccccc3n2C)c(O)cc1O	3	25	-5	99	47	92	90	98
CC(C)C(=O)Nc1cccc(-c2cn3ccsc3n2)c1	4	21	0	108	5	106	102	110
CCOc1ccc(Nc2ncnc3c2cnn3-c2ccccc2)cc1	9	-3	8	100	15	102	92	105
CCC(C(=O)Nc1sc(C(N)=O)c(C)c1C(=O)OC)c1ccccc1 (stereo not drawn)	6	3	9	99	.	95	96	101
COc1c(C(=O)Nc2ccc(CN3CCOCC3)cc2)cc2ccccc2c1Br	-1	-8	3	102	-3	107	95	96
CN(CC(=O)Nc1nc2ccccc2s1)S(=O)(=O)c1ccc(Cl)cc1	3	16	0	88	5	93	103	92
N#Cc1ccccc1S(=O)(=O)Nc1ccc2c(c1)OCCO2	-6	-1	2	106	-3	102	102	106
Cc1cc(N2CCN(C(=O)Nc3ccc(F)cc3F)CC2)c2ccccc2n1	-1	3	-6	105	31	92	94	102
CC#CCN1C(=O)N[C@@H](c2ccccc2)C(C(=O)OC)=C1C	-3	1	8	103	5	93	99	102
CC(C)C[C@H](NC(=O)N1CCn2c1nc1ccccc12)C(=O)NCc1ccccc1	7	3	4	109	12	96	114	99
COc1ccc(Br)cc1CN(C)C(C)C(=O)Nc1cc([N+](=O)[O-])ccc1OC (stereo not drawn)	5	29	1	106	6	95	110	103
N#C/C(=C\c1c[nH]c2ccccc12)C(=O)NCC1CCCO1 (stereo not drawn)	-15	-4	-3	102	-1	97	116	96
O=C1NC[C@H](c2ccccc2)N(CCC23CC4CC(CC(C4)C2)C3)C1=O	0	-1	-10	86	51	118	101	96
N=c1c2ccccc2nc2n1CCCCCCCCCCC2	6	1	1	100	5	110	91	98
CC(C)(C)SCCNC(=O)COc1ccccc1	8	0	8	101	2	99	113	100
O=C(NCc1ccccc1)C1CCCN(S(=O)(=O)c2cccs2)C1 (stereo not drawn)	7	0	-4	99	-2	88	119	99
COc1ccc(Nc2cc(C(=O)NCc3cccnc3)c3ccccc3n2)c(OC)c1	11	26	-8	102	28	91	125	104
COc1ccc(CNC(=O)Cn2nc(C(F)(F)F)c3c2CCC3)cc1	9	2	3	98	8	94	89	87
COc1ccccc1/C=C/CN1CCSCC1	7	-1	2	107	7	92	104	103
CN1C(=O)NC(c2ccccc2Cl)C2=C1CC(C)(C)CC2=O (stereo not drawn)	-11	0	-1	97	-13	99	107	100
O=C(Cc1cccs1)NCC1CCCO1 (stereo not drawn)	2	0	7	100	-7	94	96	99
O=S(=O)(Nc1ccccc1Cl)c1ccc(-c2ccccn2)s1	2	1	-7	107	-6	99	90	97
COc1ccc(S(=O)(=O)N2CCCOC2CNC(=O)C(=O)NCc2ccco2)cc1 (stereo not drawn)	14	-2	12	100	13	95	102	101
Cc1ccccc1NC(=O)CSc1nnc(-c2ccco2)n1N	-14	10	-5	100	8	114	103	89
CCc1nnc(NC(=O)[C@@H](NC(=O)c2cccc(S(=O)(=O)N3CCOCC3)c2)C(C)C)s1	3	1	-6	102	2	101	90	100
O=C(CN1C(=O)c2cccc3cccc(c23)C1=O)N1CCOCC1	4	4	3	108	6	100	88	106
Cc1ccn2c(=O)c(C(=O)NCCN3CCOCC3)c(O)nc2c1	4	-1	8	103	-2	97	87	99
CC(C)CC(=O)NS(=O)(=O)c1ccc(N)cc1	6	2	-4	100	-3	95	102	97
COc1ccc(NC2CCCN(C(=O)c3ccc(CSC)o3)C2)cc1OC (stereo not drawn)	-19	9	-19	100	6	96	96	97
O=C(CNC(=O)c1cccnc1)N/N=C/c1cccnc1	17	1	-1	113	6	94	90	104
Cc1csc(CN(C)C(=O)CC2C(=O)NCCN2CC(C)(C)C)n1 (stereo not drawn)	-9	0	-13	101	0	92	103	104
O=C(Nc1cccc([N+](=O)[O-])c1)C1C2CCCCC21 (stereo not drawn)	.	.	.	112	-8	97	100	103
COCCNC(=O)CSc1nc2cc(OC)c(OC)cc2c(=O)n1CCc1ccc(S(N)(=O)=O)cc1	5	2	-5	103	-10	95	88	101
O=C(Nc1ccncc1)c1cc(-c2ccccn2)nc2ccc(Br)cc12	6	5	2	124	8	110	86	100
CCCCNC(=O)C1(O)c2ccccc2NC(=O)N1c1ccc(Cl)cc1 (stereo not drawn)	14	7	12	108	2	106	88	95
N#CCNC(=O)C1c2ccccc2Oc2ccccc21	-8	1	5	97	-2	101	99	102
COc1ccc2c(c1)CCc1c-2n[nH]c1C(=O)NCCC(C)C	-2	-3	9	107	3	100	109	108
CCN(CC(=O)Nc1c(F)cccc1F)C(=O)c1ccc2ncsc2c1	-9	1	15	105	6	105	99	97
COc1ccccc1NC(=O)C1CCN(C(=O)c2ccco2)CC1	4	0	0	100	5	105	97	103
COc1ccc(F)cc1C(=O)C1CCCN(Cc2ccc3c(c2)OCCO3)C1 (stereo not drawn)	7	3	1	107	-5	99	89	108
COc1cc(C)ccc1NC(=O)Cc1csc(NC(=O)Nc2ccccc2OC)n1	-3	10	-3	97	2	94	101	96
CC(=O)Nc1cccc(NC(=O)Nc2cccc(Cl)c2C)c1	-6	6	11	119	3	98	96	116
COC(=O)n1c(=O)oc2cc(S(=O)(=O)N3CCOCC3)ccc21	12	0	-1	97	18	93	91	99
COC(=O)c1ccccc1NC(=O)C1CCC(=O)N1S(=O)(=O)c1ccc(C)cc1 (stereo not drawn)	-6	-1	-1	97	-9	101	100	97
COc1cc(C(=O)Nc2c(C)cc(C)cc2C)c(Br)c(OC)c1OC	-6	17	6	104	-7	102	122	111
O=C(c1ccco1)C(O)c1ccco1 (stereo not drawn)	-14	1	-3	100	-33	84	102	100
CCCOc1c(Br)cc(C(=O)NCC)cc1OC	13	79*	-2	104	-5	99	104	101
COc1c(CC=C(C)C)c(O)cc2oc(=O)c3c4ccc(O)cc4oc3c12	27*	0	27*	104	-6	100	91	100
O=C(c1ccccc1)c1nc2ccccc2[nH]c1=O	-7	1	2	107	-24	100	87	104
O=[N+]([O-])CC(c1ccccc1)P(=O)(c1ccccc1)c1ccccc1 (stereo not drawn)	8	3	4	107	-6	95	88	108
COCC(=O)N(Cc1ccc(OC)cc1)Cc1nc2ccccc2c(=O)[nH]1	-4	4	-2	86	4	96	92	94
CC(=O)c1ccc(Cc2ncc(C(F)(F)F)cc2Cl)s1	0	13	4	101	12	99	87	99
CN(Cc1ccccc1)C(=O)C1CCCN(Cc2cccc(Cl)c2)C1 (stereo not drawn)	5	-1	8	62	6	106	87	94
COc1ccc2c(c1)C(c1cccs1)=NNC(c1ccncc1)=N2	5	7	1	92	24	92	96	92
COC(=O)c1ccc(CSc2nc3ccccc3c(=O)n2N)cc1	8	0	4	94	13	100	96	98
CCOC(=O)c1ccc(CSc2nncn2N)o1	5	-1	-2	104	-2	105	103	105

# Source: PubChem
